Screening data (PubChem)
hcGAS inh – human cGAS inhibition; Q8N884; actives 0.081% (n = 290,000); recombinant h-cGAS, ATP depletion, Kinase-Glo luminescence; inhibition, % at 12.5 µM; AID 1259398;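 note: 0% = vehicle reaction and 100% = reaction without DNA for no activity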
Target sequence (Q8N884 whole entry, looked up): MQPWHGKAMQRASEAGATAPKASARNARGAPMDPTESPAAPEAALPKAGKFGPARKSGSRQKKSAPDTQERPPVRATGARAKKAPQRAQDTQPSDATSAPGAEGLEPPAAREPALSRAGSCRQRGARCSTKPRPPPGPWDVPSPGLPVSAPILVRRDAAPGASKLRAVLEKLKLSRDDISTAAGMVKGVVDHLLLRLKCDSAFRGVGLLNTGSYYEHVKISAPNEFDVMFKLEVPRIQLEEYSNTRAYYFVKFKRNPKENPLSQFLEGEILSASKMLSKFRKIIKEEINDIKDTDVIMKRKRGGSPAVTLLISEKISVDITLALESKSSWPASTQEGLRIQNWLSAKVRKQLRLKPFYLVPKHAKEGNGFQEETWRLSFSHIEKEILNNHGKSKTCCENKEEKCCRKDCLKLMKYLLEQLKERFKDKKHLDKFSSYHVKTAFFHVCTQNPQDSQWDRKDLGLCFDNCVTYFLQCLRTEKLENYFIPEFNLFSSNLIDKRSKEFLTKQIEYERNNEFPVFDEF
NPYLR7 agonist – mosquito NPYLR7 agonism | activation, % at 10 µM | actives 0.15% (n = 270,000) | HEK293T NPYLR7/Galpha15, GCaMP6s calcium fluorescence | AID 1259423; in the data active = activation above about 40%;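 note: 0% = vehicle and 100% = reference agonist at the receptor; some compounds past the cut are filed as inactive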
mcGAS inh – blocks mouse cGAS activity. inhibition, % at 12.5 µM. AID 1259399. Q8C6L5. actives 0.15% (n = 160,000). recombinant cGAS, Kinase-Glo ATP depletion luminescence;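 note: 0% = negative control wells and 100% = reference inhibitor with no enzyme activity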
An asterisk follows results filed as active; · = not tested or not shown; & = joins results of further samples. Cut-off read from the data, not from the text of the source, unless noted: active = inhibition above about 40%; inactive = the rest. Compounds were not picked by outcome, and some 0.29% of all compounds hit somewhere here.

SMILES	hcGAS inh	NPYLR7 agonist	mcGAS inh
COc1ccc(-c2[nH]nc3c2C(c2cccc(OC)c2OC)C(C#N)C(=N)O3)cc1 (stereo not drawn)	-5	-2	·
O=S1(=O)CCC(N=Cc2ccccc2O)C1 (stereo not drawn)	-4	2	·
O=C(CN1C(=O)C2CCCCC2C1=O)NOCc1ccccc1 (stereo not drawn)	-5	0	·
CC(C)c1cc(C(=O)N2[C@@H]3CC[C@H]2CN(C)C(=O)C3)n[nH]1	-6	23	-10
O=C(Nc1cccc2ccccc12)C1CCCCN1S(=O)(=O)c1cccs1 (stereo not drawn)	-6	3	-9
COc1ccc(-c2csc(=NCC3CCCCC3)n2NC(=O)CNc2ncc(C(F)(F)F)cc2Cl)cc1	-6	3	-5
Cc1ccc(OCC(O)CN2CCCC2c2nnc3ccccn23)c(C)c1 (stereo not drawn)	-5	12	·
Cc1cccc(Cn2c(CN3CCCCC3C)nc3c2c(=O)n(C)c(=O)n3C)c1 (stereo not drawn)	3	-9	·
CCCCCCCC(=O)N(CC(=O)NCC(=O)Nc1cccc(C)c1)C1CC1	-7	17	-4
Cc1cc(C(=O)N(Cc2ccco2)c2nc3c(F)cc(F)cc3s2)n(C)n1	-1	-7	·
C=CCOCC(O)CN1CCC(=O)N(CCOC)Cc2c1ccc(OC)c2OCC=C (stereo not drawn)	1	24	-5
CCCc1cnc2c(c1SCc1ccccn1)c(=O)n(C)c(=O)n2C	-9	3	-9
CC1CCCN(S(=O)(=O)c2cc(C(=O)N3CCC(C)(O)C3)ccc2Cl)C1 (stereo not drawn)	-13	4	·
CNC(=O)C(=O)N1C2CCC3(CC2)OC(=O)N(Cc2ccccc2)CC13 (stereo not drawn)	-8	22	-10
CC1(CCc2ccccc2)CCN(C(=O)c2ccccc2O)C1 (stereo not drawn)	-2&5	-4&2	-1
COC(=O)C1=C(C)N=c2s/c(=C\c3ccccc3OC(C)=O)c(=O)n2C1c1ccccc1 (stereo not drawn)	-3	-10	-5
O=C(O)CN(Cc1ccccc1)c1nc(Cc2ccc(F)cc2)ns1	-2	4	·
CC1(C)CN(CC(=O)N2CCCC2)c2ccc(S(=O)(=O)NC3CCCCCCC3)cc21	-3	·	0
O=C1C2CCCN2C(=S)N1c1ccccc1 (stereo not drawn)	-3	0	-8
O=C1CC(c2ccccc2)CC2=Nc3ccccc3NC(c3ccccc3)C12 (stereo not drawn)	0	2	-6
CC(CC(=O)Nc1ccc(Cl)c(C#N)c1)NC(=O)C1CCCC1 (stereo not drawn)	-10	6	-17
Cc1cccc(NC(=O)CCNS(=O)(=O)N(C)C2CCCCC2)n1	2	-1	·
CC(C)n1cncc1CN1CCCC2(C1)CN(C)C(=O)O2 (stereo not drawn)	-4	1	·
O=C1/C(=C/c2cccnc2)COc2c(F)cccc21	3	-4	·
COCCc1nnc2sc(/C=C/c3ccc(OC)cc3)nn12	-3	-2	-6
New compounds follow.
SMILES	hcGAS inh	NPYLR7 agonist	mcGAS inh
Cc1ccc(CSCCNC(=O)c2oc3ccccc3c2CSc2ncn[nH]2)cc1	3	-1	·
CCOC(=O)N1CCC(NC(=O)c2cc(=O)c(OCc3ccccc3)c[nH]2)CC1	-9	2	·
Cc1ccc(-c2noc(-c3cc(-c4ccccc4)n[nH]3)n2)cc1	-3	-14	-7
Cc1cccc(-c2cc(N3CCN(Cc4cccnc4)CC3)n3nccc3n2)c1	0	-8	-4
COc1cccc(Cc2nsc(N3CCC(CNC(=O)C(c4ccccc4)c4ccccc4)CC3)n2)c1	-4	-1	-3
Cc1cc(C)n(CCNC(=O)c2csc(-c3cc4ccccc4n3C)n2)n1	8	5	·
CCOC(=O)CCCNC(=O)CSc1nnc(-c2ccc(Cl)cc2)n1CC	2	2	-2
CCCc1nc(N2CCN(C(=O)Nc3cccc(Br)c3)CC2)c2c(C)nn(-c3ccccc3)c2n1	-5	11	-5
O=C(c1ccc2c3c(cccc13)CC2)N1CCN(S(=O)(=O)c2ccc3c(c2)OCCCO3)CC1	-9	0	·
CCn1ccnc1CN1CCCC(N2CCN(c3ccccc3C)CC2)C1 (stereo not drawn)	-4	2	·
O=C(Nc1ccc(Oc2cccnc2)cc1)C1CCN(Cc2cc(Cl)ccc2O)CC1	-8	-1	-4
CCOc1ccccc1NC(=O)c1cc2c(s1)CCC2	-18	-1	·
CN(CCNc1c(C#N)c(=O)n(C)c(=O)n1C)c1ccccc1	-7	14	·
CCCC(=O)C1=C(c2ccc(C)cc2)N(C(=O)CCC)n2cnnc2S1	-10	5	·
O=C(NCC1CCCO1)C(Cc1ccccc1)NC(=O)C1CC(c2cccc(F)c2)=NO1 (stereo not drawn)	-6	-2	-5
Nc1ccc(-c2nn3cnnc3s2)c(O)c1	-2	-12	·
COc1ccc(C2=Nc3nnnn3C(c3ccc(F)cc3)C2)cc1 (stereo not drawn)	-12	22	·
Cc1nc(CC(=O)NC2CCc3[nH]c4cc(Cl)cc(Cl)c4c3C2)c(C)s1 (stereo not drawn)	3	15	2
Cc1ccccc1S(=O)(=O)NC(=O)C1(C)CCN1C(=O)c1ccc(C2CCCCC2)cc1 (stereo not drawn)	-9	0	·
COc1cccc(-c2nc3ccc(Cl)cn3c2NC(C)(C)C)c1	-6&1	-3&3	-7&1
CN(C)C1N(C(=O)c2ccccc2)N=C2c3ccccc3S(=O)(=O)N21 (stereo not drawn)	7	2	3
CCn1nnc2c(NCC3CCCO3)ncnc21 (stereo not drawn)	-4	15	·
CCCCCCc1ccc(C(=O)N(CCN2CCOCC2)CC(=O)N(Cc2ccc(F)cc2)Cc2ccc(C)o2)cc1	2	7	-2
CC(c1ccccc1)N(Cc1cc(NC(=O)c2cccs2)ccc1N(C)C)C(=O)c1ccccc1Cl (stereo not drawn)	-6	3	-4
Cc1ccc(Oc2ncccc2CNc2ncccn2)c(F)c1F	-6	13	·
The listing continues:
SMILES	hcGAS inh	NPYLR7 agonist	mcGAS inh
CCNc1ncnc2c1nnn2C	-11	11	·
CCOCCn1cc(C2CCN(C(=O)c3c(F)c(F)cc(F)c3F)CC2)c2ccccc21	4	-6	2
O=C(c1cnc(Nc2ccccc2)nc1)N1CCCn2cncc2C1	-6	21	-17
CCC(C(=O)N(Cc1cc(NC(=O)c2cccc(F)c2)ccc1N(C)C)C(C)C(C)C)c1ccccc1 (stereo not drawn)	-3	19	-4
CN1CCCn2nc(C3CCN(C(=O)C45CC6CC(CC(C6)C4)C5)CC3)cc2C1=O	-11	·	-5
CN1CC2(CCN(C(=O)NC(C)(C)C)CC2)CC1C(=O)N1CCOCC1 (stereo not drawn)	-9	·	-7
O=C1c2ccccc2C(=O)c2c(NC(=O)C(c3ccccc3)c3ccccc3)cccc21	-2	-3	-9
CCCCSc1nnc2c(n1)OC(c1ccc(C)cc1)Nc1ccccc1-2 (stereo not drawn)	-5	4	-4
COc1nn(C)cc1C(=O)OCc1cc(-c2cccs2)on1	-8	-2	·
CC(C)=CCC/C(C)=C/C(=O)N1CCC(c2ccccc2)CC1	-8	-1	-3
CCS(=O)(=O)N1C[C@@H]2CN(c3nccc(C4CCCC4)n3)C[C@]2(C(=O)O)C1	-13	·	-6
CCc1ccc(NC(=O)Cn2nc(-c3ccc(F)cc3)c3sc(N4CCCC4)nc3c2=O)cc1	-4	-2	-7
Cc1nnc2n(c1=O)N=C(c1ccc3c(c1)NC(=O)CO3)CS2	-7	-1	·
CC(CNc1ccc(S(C)(=O)=O)cc1S(C)(=O)=O)Cn1ccnc1 (stereo not drawn)	-6	8	·
Cc1ccc(Cn2c(C)c(C(=O)Nc3ccc(C)cc3)sc2=O)cc1	-5	-1	·
COC(=O)c1cc(Cl)c(NC(=O)c2c(-c3ccccc3Cl)noc2C)cc1OC	-2	0	·
COC(=O)C1=C(C)N(c2cc(C)cc(C)c2)C(=O)C1	-5	7	-8
CCNC(=O)N1CCN(c2nc(-c3ccccc3)nc(C)c2Cc2ccc(Cl)cc2Cl)CC1	-4	8	-7
CC(C)c1ocnc1C(=O)N1CCC(c2cc(Cc3ccccc3)[nH]n2)CC1	-2	-4	·
Cc1ccc(-n2nc(-c3ccc(F)cc3)cc2C(=O)O)c(C)c1	-3	16	·
C#CCN(CC=C)C(=O)CC1C(=O)NCCN1C1CCCC1 (stereo not drawn)	-2&-4	6&2	-6
COc1ccc(S(=O)(=O)NCc2ccc3c(c2)OCO3)cc1C(C)(C)C	-6	0	·
CN1CCC2(CC1)CN(C(=O)c1cc(=O)c3ccccc3o1)CCN2C	-2	0	·
CC1CC1CN(C(=O)c1c[nH]c(=O)c(Br)c1)C(C)C (stereo not drawn)	-13	7	·
COc1ccc(C)cc1NC(=O)N(C)C(C)c1nc(C)sc1C (stereo not drawn)	-3	20	·
Remaining list, next part.
SMILES	hcGAS inh	NPYLR7 agonist	mcGAS inh
Cc1ccsc1CN(C)C(=O)CC(c1ccccc1)c1ccc2c(c1)OCO2 (stereo not drawn)	-2	0	·
CC(=NNc1nc(C)cc(=O)[nH]1)C1CC1	-3	6	·
CN1CCC2(CC1)CC(=O)c1cc(-c3ccc(C(=O)N4CCN(CCO)CC4)cc3)ccc1O2	8	-1	·
CC1CCN(C(=O)CN2Cc3ccccc3OC(c3ccccc3F)C2)CC1 (stereo not drawn)	-8	16	-12
c1ccc(CNc2ncnc3scc(-c4cccs4)c23)nc1	11	-4	·
CCC(=O)c1cc(F)ccc1OCC(=O)NC(C)(C)C	-5	6	·
O=S(=O)(N1CCCC1)N1CCN(c2nccc(CCC(F)(F)F)n2)CC1	-6	3	-8
O=S1(=O)CCN2C(=N1)SC1=C2CCN(Cc2ccccc2)C1	-5	0	·
Cc1cccc(C(=O)Nc2cc(-c3cccs3)nn2-c2nc(C(C)C)cc(=O)[nH]2)c1	3	4	·

Of the compounds above, 11 have an aryl methoxy group:
SMILES	hcGAS inh	NPYLR7 agonist	mcGAS inh
COc1ccc(-c2[nH]nc3c2C(c2cccc(OC)c2OC)C(C#N)C(=N)O3)cc1 (stereo not drawn)	-5	-2	·
COc1ccc(-c2csc(=NCC3CCCCC3)n2NC(=O)CNc2ncc(C(F)(F)F)cc2Cl)cc1	-6	3	-5
C=CCOCC(O)CN1CCC(=O)N(CCOC)Cc2c1ccc(OC)c2OCC=C (stereo not drawn)	1	24	-5
COCCc1nnc2sc(/C=C/c3ccc(OC)cc3)nn12	-3	-2	-6
COc1cccc(Cc2nsc(N3CCC(CNC(=O)C(c4ccccc4)c4ccccc4)CC3)n2)c1	-4	-1	-3
COc1ccc(C2=Nc3nnnn3C(c3ccc(F)cc3)C2)cc1 (stereo not drawn)	-12	22	·
COc1cccc(-c2nc3ccc(Cl)cn3c2NC(C)(C)C)c1	-6&1	-3&3	-7&1
COc1nn(C)cc1C(=O)OCc1cc(-c2cccs2)on1	-8	-2	·
COC(=O)c1cc(Cl)c(NC(=O)c2c(-c3ccccc3Cl)noc2C)cc1OC	-2	0	·
COc1ccc(S(=O)(=O)NCc2ccc3c(c2)OCO3)cc1C(C)(C)C	-6	0	·
COc1ccc(C)cc1NC(=O)N(C)C(C)c1nc(C)sc1C (stereo not drawn)	-3	20	·

Of the compounds above, these have a furan ring, fused or not.
SMILES	hcGAS inh	NPYLR7 agonist	mcGAS inh
Cc1cc(C(=O)N(Cc2ccco2)c2nc3c(F)cc(F)cc3s2)n(C)n1	-1	-7	·
Cc1ccc(CSCCNC(=O)c2oc3ccccc3c2CSc2ncn[nH]2)cc1	3	-1	·
CCCCCCc1ccc(C(=O)N(CCN2CCOCC2)CC(=O)N(Cc2ccc(F)cc2)Cc2ccc(C)o2)cc1	2	7	-2
